# Rev-erbA mod: modulators of Rev-erb alpha DNA binding, primary screen, biochemical, FITC-DNA, fluorescence polarization, uHTS; Nuclear receptor subfamily 1 group D member 1 (Homo sapiens), P20393; 370,000 compounds, 0.79% hits; activity, % at 10 µM; Rev-erbα–FITC-DNA binding, 90 min;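 active = activity above about 14%, limit read from the data; passing the limit was not always enough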;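 also: 0% = DMSO wells with 35 nM protein and 100% = DMSO wells with 750 nM protein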
# Target sequence (P20393 whole entry, looked up): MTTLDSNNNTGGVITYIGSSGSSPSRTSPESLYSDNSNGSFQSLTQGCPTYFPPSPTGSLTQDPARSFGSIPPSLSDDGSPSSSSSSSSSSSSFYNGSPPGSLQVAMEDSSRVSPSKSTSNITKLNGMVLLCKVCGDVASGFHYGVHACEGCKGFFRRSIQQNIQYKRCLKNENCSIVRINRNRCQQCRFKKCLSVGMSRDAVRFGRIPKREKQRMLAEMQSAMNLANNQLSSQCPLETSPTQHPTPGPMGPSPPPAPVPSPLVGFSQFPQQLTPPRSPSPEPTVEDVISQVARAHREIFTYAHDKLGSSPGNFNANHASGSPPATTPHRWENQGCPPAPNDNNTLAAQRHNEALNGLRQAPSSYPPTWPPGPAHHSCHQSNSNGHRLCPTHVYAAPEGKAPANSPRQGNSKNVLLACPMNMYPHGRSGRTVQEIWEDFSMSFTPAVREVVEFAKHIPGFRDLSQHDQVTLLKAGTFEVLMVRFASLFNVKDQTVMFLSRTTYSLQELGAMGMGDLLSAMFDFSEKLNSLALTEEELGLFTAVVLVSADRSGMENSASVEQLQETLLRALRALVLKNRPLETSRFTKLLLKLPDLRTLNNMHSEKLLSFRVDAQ
# ASAP1 GAP inh: inhibitors of human ASAP1 ArfGAP activity, primary screen, biochemical, fluorescence polarization; Arf-GAP with SH3 domain, ANK repeat and PH domain-containing protein 1 (Homo sapiens), …; ASAP1-stimulated ARF1 GTP hydrolysis, GDP FP detection; inhibition, % at 16.5 µM; 360,000 compounds, 0.19% hits; in the data active = inhibition above about 25%;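 also: 0% = vehicle with enzyme and substrate and 100% = no enzyme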
# Target sequence (Q9ULH1 325-724 limits assumed): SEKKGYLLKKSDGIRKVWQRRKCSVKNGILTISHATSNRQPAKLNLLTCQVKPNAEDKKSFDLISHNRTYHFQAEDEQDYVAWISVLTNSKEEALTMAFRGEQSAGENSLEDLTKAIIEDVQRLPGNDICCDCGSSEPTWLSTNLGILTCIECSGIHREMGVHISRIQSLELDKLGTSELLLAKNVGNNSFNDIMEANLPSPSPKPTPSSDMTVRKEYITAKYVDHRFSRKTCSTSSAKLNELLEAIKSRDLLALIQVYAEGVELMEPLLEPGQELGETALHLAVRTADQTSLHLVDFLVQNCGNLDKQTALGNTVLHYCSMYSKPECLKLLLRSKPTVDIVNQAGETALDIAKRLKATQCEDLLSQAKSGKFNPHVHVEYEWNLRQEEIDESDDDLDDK
# UHRF1 binding: UHRF1 methylated DNA binding inhibitors, primary screen, counter-screen for MBD2 inhibitor project, biochemical, TR-FRET, human UHRF1, single concentration; 370,000 compounds, 0.75% hits; E3 ubiquitin-protein ligase UHRF1 (Homo sapiens), Q96T88; inhibition, % at 4.4 µM; UHRF1 binding to methylated oligo; in the data active = inhibition above about 21%;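 also: UHRF1 SRA domain binding a hemimethylated CpG hairpin DNA probe; 0% = median of test compound wells and 100% = reference inhibitor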
# PLC-beta3 inh: human PLC-beta3 inhibitors, primary screen, biochemical, fluorescence; Purified PLC-beta3, fluorogenic substrate; inhibition, % at 12.2 µM; 370,000 compounds, 0.18% hits; AID 720704, 2013; in the data active = inhibition above about 11%;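 also: 0% = median of compound wells on plate and 100% = full blocker control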
# ARFGAP1 inhibitor: inhibitors of rat ARFGAP1 GAP activity, primary screen, biochemical, fluorescence polarization, GDP tracer; ADP-ribosylation factor GTPase-activating protein 1 (Rattus norvegicus), Q62848; Arfgap1-stimulated ARF1 GTP hydrolysis, GDP FP detection; inhibition, % at 16.5 µM; 360,000 compounds, 0.26% hits;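 active = inhibition above a per-plate limit, mean inhibition of low control wells plus 3 SD, cut at about 25% in these data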;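 also: 0% = DMSO wells with enzyme and 100% = wells lacking Arfgap1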
#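 Material: rat Arfgap1 catalytic domain, aa 1-136; also added: human ARF1(Δ1-17)-GTP substrate; compound dosing: one concentration, 16.5 µM, DMSO 1.26%; incubation: GTP hydrolysis reaction 2 h at 25 °C; measured by: Tracer-displacement fluorescence polarization with EDTA stop, 620/688 nm; evaluation: % inhibition from polarization; repeats: one replicate per compound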
# proKLK7 act: proKLK7 zymogen activators, primary screen, biochemical, fluorescence intensity. Kallikrein-7 (Homo sapiens), P49862. purified proKLK7, EDANS-DABCYL substrate fluorescence; 100% is mature enzyme control, 0% vehicle. activation, % at 7 µM. 370,000 compounds, 0.9% hits. AID 652039, 2013;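 active = activation above the mean of all tested compounds plus 3 SD, computed per campaign excluding outliers beyond control limits, cut at about 13% in these data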
# DDE Tn7 FP inh: inhibitors of Tn7 peptide binding to fibrin DD(E), primary screen, biochemical, fluorescence polarization, human fibrin, Tn7 probe; inhibition, % at 8.3 µM; Fibrinogen beta chain (Homo sapiens), P02675; 370,000 compounds, 0.13% hits; FP displacement of FITC-Tn7 peptide from fibrin DD(E); 0% = median of compound wells per plate;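 active = inhibition above the mean of compounds falling within the control limits plus 3 SD of them, cut at about 14% in these data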;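 also: 0% = plate median of compound wells and 100% = 10 µM Aha-Tn7 peptide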
#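 Assay system: Human clot-derived fibrin DD(E) complex | Buffer or medium: Tris/NaCl/CaCl2 buffer, pH 7.8 | Repeats: One replicate per compound | Benchmarks: Aha-Tn7 high control | Measure: % inhibition scaled between sample-field median and high-control FP | Schedule: 10 min plus 3 h, room temperature | Signal: Fluorescence polarization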
# HGIII-sPLA2 inh: human group III sPLA2 inhibitors, primary screen, biochemical, QFRET, BODIPY PC-A2 liposome substrate. QFRET BODIPY PC-A2 liposome hydrolysis, fluorescence. 370,000 compounds, 0.56% hits. inhibition, % at 12.2 µM. Group 3 secretory phospholipase A2 (Homo sapiens), Q9NZ20;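 active = inhibition above mean plus 3 SD of compounds lying within the high and low control bounds, cut at about 19% in these data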;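 also: 0% = median of test compound wells and 100% = no enzyme DMSO wells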
# Tn6 DDE FP: inhibitors of Tn6 peptide binding to fibrin DD(E), primary screen, biochemical, fluorescence polarization, human fibrin, Tn6 probe; AID 720509, 2013; Fibrin DD(E) TRITC-Tn6 fluorescence polarization displacement; inhibition, % at 8.3 µM; 370,000 compounds, 0.21% hits;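 active = inhibition above a per-campaign cutoff: mean of compounds within control limits plus 3 SD, cut at about 15% in these data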;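 also: 0% = median of all compound wells on the plate and 100% = blocking peptide control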
# PLCg1 inh: PLC-gamma1 enzyme inhibitors, primary screen, biochemical, fluorescence, purified enzyme; fluorogenic substrate; inhibition, % at 12.2 µM; 370,000 compounds, 0.84% hits; in the data active = inhibition above about 9.5%
# Numbers without * were called inactive; i = inactive; . = no result given.
1) CC(=O)Nc1ccc(S(=O)(=O)N(C)Cc2ccccc2)cc1
2) Cc1[nH]c2ccccc2c1CC(=O)Nc1ccc(Nc2cccnc2)c(-c2cccc(Cl)c2)c1
3) COc1cc(OC)c2ccc(=O)oc2c1C(CC(=O)N1CCCC1)c1ccc2c(c1)OCO2 (stereo unspecified)
4) O=[N+]([O-])c1ccc(Nc2nc(NCCO)nc(N3CCCC3)n2)cc1
5) CCC/C(O)=C1\C(=O)CC(c2ccccc2)CC1=NC (stereo unspecified)
entry no.	1	2	3	4	5
Rev-erbA mod	0	3	-3	1	1
ASAP1 GAP inh	14	24	-6	9	2
UHRF1 binding	1	-4	5	0	-1
PLC-beta3 inh	5	-10	-211	4	0
ARFGAP1 inhibitor	12	17	5	-1	-2
proKLK7 act	-0.4	-3.0	2.5	0.3	0.4
DDE Tn7 FP inh	-5	3	-1	-2	13
HGIII-sPLA2 inh	-3	-22	6	-16	-2
Tn6 DDE FP	-4	-1	1	-8	8
PLCg1 inh	1	-7	-132	3	0

# The list goes on; the last 3 above are carried over.
3) COc1cc(OC)c2ccc(=O)oc2c1C(CC(=O)N1CCCC1)c1ccc2c(c1)OCO2 (stereo unspecified)
4) O=[N+]([O-])c1ccc(Nc2nc(NCCO)nc(N3CCCC3)n2)cc1
5) CCC/C(O)=C1\C(=O)CC(c2ccccc2)CC1=NC (stereo unspecified)
6) O=C(CCS(=O)(=O)c1cccc2nsnc12)N1CCN(Cc2ccc3c(c2)OCO3)CC1
7) CC(=O)Nc1ccc(S(=O)(=O)NC2(C(F)(F)F)C(=O)Nc3c2c(=O)n(C)c(=O)n3C)cc1 (stereo unspecified)
8) COc1ccc(NC(=O)c2cccc(Cn3cc(Br)cn3)c2)cn1
9) CCCCCn1c(CN2CCN(C(=O)OCC)CC2)nc2c1c(=O)n(C)c(=O)n2C
10) Cc1ccc(S(=O)(=O)n2c(N)nc3ccccc32)cc1
entry no.	3	4	5	6	7	8	9	10
Rev-erbA mod	-3	1	1	3	-8	-8	-1	-6
ASAP1 GAP inh	-6	9	2	4	11	9	-9	-12
UHRF1 binding	5	0	-1	-2	6	-2	-2	-1
PLC-beta3 inh	-211	4	0	-7	2	-1	1	-5
ARFGAP1 inhibitor	5	-1	-2	-1	1	0	-4	-3
proKLK7 act	2.5	0.3	0.4	-0.1	0.5	0.6	-0.5	0.2
DDE Tn7 FP inh	-1	-2	13	-3	-1	4	5	-2
HGIII-sPLA2 inh	6	-16	-2	-8	-1	-8	7	-11
Tn6 DDE FP	1	-8	8	9	0	0	-3	9
PLCg1 inh	-132	3	0	-2	2	-1	-1	-2

11) Cc1ccc2[nH]c(C(=O)N/N=C/c3ccccc3C(=O)O)c(-c3ccccc3)c2c1
12) COc1ccc(NC(=O)C/C(C)=N/NC(=O)C(=O)NC(C)C)c(OC)c1
13) O=C(Cc1ccccc1)NCCC1=CCCCC1
14) Cc1[nH]n(C(C)(C)C)c(=O)c1Sc1ccccc1
15) CCCc1nnc(NC(=O)CCC(=O)NCc2ccc(Cl)cc2Cl)s1
entry no.	11	12	13	14	15
Rev-erbA mod	-2	8	5	1	-2
ASAP1 GAP inh	-14	-7	-2	4	-5
UHRF1 binding	-2	0	0	-4	6
PLC-beta3 inh	-58	1	1	3	-7
ARFGAP1 inhibitor	-1	14	-13	4	-8
proKLK7 act	-0.1	0.2	-0.1	0.5	-0.5
DDE Tn7 FP inh	11	-4	-9	2	1
HGIII-sPLA2 inh	-23	2	-1	4	6
Tn6 DDE FP	9	6	1	-6	3
PLCg1 inh	-39	2	7	0	1

16) Cc1cc(=O)[nH]c(SCC(=O)Nc2ccc(F)cc2F)n1
17) COc1ccc(C(=O)C2CCCN(C(=O)c3noc4c3CCCC4)C2)cc1F (stereo unspecified)
18) Cc1cc(C)nc(N2CCC(C(=O)NCCc3ccccc3)CC2)n1
19) CN(CC(=O)Nc1ccc(Cl)c(Cl)c1)C(=O)C1CCCC1
20) CCC(=O)Oc1ccc2c(c1)O/C(=C\c1ccco1)C2=O
entry no.	16	17	18	19	20
Rev-erbA mod	0	5	-1	-6	-4
ASAP1 GAP inh	.	-4	8	-5	-4
UHRF1 binding	-1	7	5	-2	20
PLC-beta3 inh	0	-1	2	-7	i
ARFGAP1 inhibitor	.	0	-3	5	-4
proKLK7 act	-0.3	0.5	-0.4	-0.5	51*
DDE Tn7 FP inh	1	-11	-9	1	9
HGIII-sPLA2 inh	0	-2	-2	-2	-16
Tn6 DDE FP	-5	3	5	8	6
PLCg1 inh	0	4	4	7	i

21) O=C(NCCN1CCOCC1)c1cc2cc([N+](=O)[O-])ccc2s1
22) Cc1cc(F)c(F)c(C(=O)N2CCOCC2)c1
23) CCCCC(=O)Nc1sc2c(c1C(N)=O)CCC2
24) CCOC(=O)c1[nH]c(C)c(C(=O)OCC(=O)N(C)C2CCS(=O)(=O)C2)c1C (stereo unspecified)
25) Cc1ccc(S(=O)(=O)N(C)c2ccc(OCC(=O)Nc3nnc(C4CC4)s3)cc2)cc1
entry no.	21	22	23	24	25
Rev-erbA mod	1	-1	7	5	-6
ASAP1 GAP inh	8	-3	6	-4	20
UHRF1 binding	-4	-1	-1	6	4
PLC-beta3 inh	-1	-1	-9	3	0
ARFGAP1 inhibitor	-11	6	-3	-6	1
proKLK7 act	-0.4	-0.2	0.3	0.4	0.1
DDE Tn7 FP inh	7	4	7	0	6
HGIII-sPLA2 inh	-2	-1	-4	1	-23
Tn6 DDE FP	0	-5	0	-4	-11
PLCg1 inh	4	-2	-8	2	-3

26) COc1ccc(CCNC(=O)C(C(=O)c2ccc(F)cc2)n2ccccc2=O)cc1OC (stereo unspecified)
27) O=C(O)/C(=C/c1ccco1)NC(=O)c1ccc(Br)o1
28) CC(C(=O)NC1C=CS(=O)(=O)C1)N1C(=O)/C(=C\c2ccccc2)SC1=S (stereo unspecified)
29) NC(=S)N/N=C\c1c2ccccc2cc2ccccc12
30) CCCCOC(=O)c1ccc(N2C(=O)CC(N3CCN(C/C=C/c4ccccc4)CC3)C2=O)cc1 (stereo unspecified)
entry no.	26	27	28	29	30
Rev-erbA mod	-4	-2	0	-1	2
ASAP1 GAP inh	10	6	-1	4	-9
UHRF1 binding	-1	9	-12	-10	-1
PLC-beta3 inh	1	-17	0	-63	1
ARFGAP1 inhibitor	12	-10	-4	0	3
proKLK7 act	0.2	0.4	0.7	-2.8	0.4
DDE Tn7 FP inh	-9	-6	-6	-2	3
HGIII-sPLA2 inh	2	5	-10	2	-30
Tn6 DDE FP	-2	-3	-7	8	-5
PLCg1 inh	1	-4	1	-54	2

31) CCOc1ccc(/C=N/n2nnnc2N)cc1OCC
32) CCOC(=O)N1CCN(C(=O)c2ccc3c(=O)n(CCc4ccccc4)c(=S)[nH]c3c2)CC1
33) CCOC(=O)C1CCN(C(=O)C2(NC(=O)Nc3ccccc3Cl)CCCCC2)CC1
34) CCOC(=O)Cc1c(Sc2ccccc2)c2cc(C)ccc2n1C
35) COc1ccccc1N1CCN(C(CNS(=O)(=O)c2cccs2)c2cccnc2)CC1 (stereo unspecified)
entry no.	31	32	33	34	35
Rev-erbA mod	1	3	3	0	5
ASAP1 GAP inh	8	0	1	-13	5
UHRF1 binding	5	-1	9	15	0
PLC-beta3 inh	-62	-3	1	-7	3
ARFGAP1 inhibitor	-4	-10	0	8	-9
proKLK7 act	1.8	0.5	-0.7	-0.1	-0.1
DDE Tn7 FP inh	-1	-1	2	2	-4
HGIII-sPLA2 inh	15	4	-1	9	-6
Tn6 DDE FP	5	-1	0	0	0
PLCg1 inh	-52	6	2	-1	2

36) Cc1ccc2c(c1)C(c1ccc([N+](=O)[O-])cc1)=NNC(c1ccc(Br)cc1)=N2
37) CCOC(=O)N1CCC(N(CCN(C)C)C(=S)Nc2cc(Cl)ccc2C)CC1
38) CC12CCC(C(=O)Nc3ccccc3Br)(C/C1=N\O)C2(C)C (stereo unspecified)
39) O=C(NC1CCCCCC1)c1ccc(Br)o1
40) CCN(CC)c1ccc(/C=C2\C(=O)c3ccc(C(=O)O)cc3C2=O)cc1
entry no.	36	37	38	39	40
Rev-erbA mod	5	-5	-3	1	-5
ASAP1 GAP inh	1	-10	22	-8	-17
UHRF1 binding	-1	-4	6	1	-7
PLC-beta3 inh	1	-11	5	-7	-7
ARFGAP1 inhibitor	-8	9	7	-1	-12
proKLK7 act	-0.8	0.2	-0.9	-0.3	0.4
DDE Tn7 FP inh	0	13	-1	-2	-2
HGIII-sPLA2 inh	0	3	5	4	-1
Tn6 DDE FP	3	1	5	-4	-4
PLCg1 inh	0	0	9	-2	-2

41) CCOC(=O)C1=C(c2ccccc2)Nc2ncnn2C1c1cc(OC)ccc1OC (stereo unspecified)
42) CC(CNC(=O)[C@@H](Cc1ccccc1)NC(=O)[C@H]1O[C@@H](n2ccc(=O)[nH]c2=O)[C@H](O)[C@@H]1O)c1ccccc1 (stereo partly specified)
43) O=C1CCCN2N=C(SCC(=O)Nc3ccc(F)cc3F)SC2=N1
44) O=C(N[C@@H](Cc1cccnc1)C(=O)N1CCC[C@H]1C(=O)NC1CCCC1)C1CCCC1
45) Nc1ccccc1SC(CC(=O)c1ccccc1)c1cccc([N+](=O)[O-])c1 (stereo unspecified)
46) S=C(NCc1ccccc1)N1CCN(Cc2ccc3c(c2)OCO3)CC1
47) O=S(=O)(c1ccccc1)c1nc(-c2ccccc2)oc1N1CCOCC1
48) COc1ccccc1CN1C(=O)CN(C2CCCCCC2)C(=O)C1c1ccc(F)cc1 (stereo unspecified)
entry no.	41	42	43	44	45	46	47	48
Rev-erbA mod	0	0	-5	1	4	-3	1	-1
ASAP1 GAP inh	-2	-14	-9	0	-2	4	12	1
UHRF1 binding	-1	-1	-1	1	19	0	3	3
PLC-beta3 inh	2	2	-4	2	-3	1	-5	4
ARFGAP1 inhibitor	-4	2	-5	3	-4	8	7	-12
proKLK7 act	0.4	0.2	0.7	0.2	-0.3	-1.2	-0.4	1.0
DDE Tn7 FP inh	11	7	-1	-2	-3	4	4	7
HGIII-sPLA2 inh	1	2	0	6	-2	2	10	4
Tn6 DDE FP	3	7	-2	5	-8	2	0	4
PLCg1 inh	0	0	2	-4	-3	1	-1	0

# Quoted from the listing:
# In HGIII-sPLA2 inh, entry 14 shows 4
# In PLC-beta3 inh, entry 17 shows -1

# Screening data: PubChem, several laboratories
